# Assay outcomes as filed in PubChem.
# VIM-2 inh: inhibitors of Pseudomonas aeruginosa VIM-2 metallo-beta-lactamase; AID 1527; hit rate 0.89% among 290,000; purified VIM-2, nitrocefin hydrolysis, epi-absorbance fluorescence; inhibition, % at 5.6 µM;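 active = inhibition above the mean of all tested compounds plus 3 SD, cutoff set per screening run, cut at about 7.5% in these data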;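 note: red hydrolysis product quenches plate fluorescence so inhibitors raise well fluorescence; 0% = enzyme with DMSO and 100% = DMSO without enzyme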
# NS3 helicase inh: blocks Hepatitis C virus NS3 helicase unwinding | NS3 helicase DNA unwinding, Cy5 molecular beacon fluorescence | inhibition, % at 10.9 µM | hit rate 0.56% among 290,000;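 active = inhibition above the mean of all tested compounds plus 3 SD, set per campaign, cut at about 35% in these data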;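 note: 0% = DMSO wells and 100% = thioflavine S control wells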
#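 test system = hepatitis C virus NS3 helicase domain fragment enzyme | reagent = annealed dual-labelled DNA beacon duplex, ATP-started | times = 1 h at 25 °C | detection = Cy5 fluorescence, 0 and 60 min reads | read-out basis = percent inhibition from t60/t0 fluorescence ratio | control set = DMSO and thioflavine S | replication = one well per compound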
# IMP-1 inh: inhibitors of Pseudomonas aeruginosa IMP-1 metallo-beta-lactamase; purified IMP-1, nitrocefin hydrolysis, epi-absorbance fluorescence; inhibition, % at 5.6 µM; hit rate 0.45% among 290,000; AID 1556;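 active = inhibition above the mean plus 3 SD of all compounds in the same screening run, cut at about 4.5% in these data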;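 note: 0% = IMP-1 with DMSO and 100% = DMSO wells lacking enzyme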
#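 System: Purified IMP-1 | Read-out basis: Percent enzyme inhibition | Controls: IMP-1 with DMSO as 0%, enzyme-free DMSO as 100% | Replicates: One well per compound | Doses: 5.6 µM nominal single concentration | Detection: Epi-absorbance fluorescence, 480 nm excitation, 530 nm emission | Incubation: 25 °C, 15 min preincubation, 25 min reaction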
# M18AAP inhibitor: blocks P. falciparum M18 aspartyl aminopeptidase. recombinant PfM18AAP, H-Glu-NHMec fluorogenic cleavage. inhibition, % at 7.35 µM. hit rate 1.2% among 290,000. AID 1822;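 active = inhibition above the campaign mean inhibition over all tested compounds plus 3 SD, cut at about 28% in these data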;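 note: 0% = plate median of test compound wells and 100% = 2 mM ZnCl2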
# SUMO HTRF inh: inhibitors of human SUMOylation (UBC9) | inhibition, % at 35 µM | hit rate 0.36% among 290,000 | AID 2006 | HTRF SUMOylation assay, SAE1/SAE2 + UBC9, in vitro | P63279; in the data active = inhibition above about 50%, passing the limit was not always enough; note: strong numbers were not always called active
# p-CIP stab down: lowers stability of the mouse p/CIP coactivator protein | Q05BA5 | F442A p/CIP-EGFP cells, EGFP fluorescence, 16 h | decrease of EGFP signal, % at 10 µM | hit rate 0.01% among 290,000 | AID 1984;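 active = EGFP signal decrease of at least 30% at 10 µM or well 3 SD below plate mean, unless failing retest; inactive = the rest, including hits failing retest or dose response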; note: some compounds called inactive have numbers as strong as hits; many of its hits are not listed in these tables
# DNA FID counter: fluorescent intercalator displacement, NS3 helicase counter-screen | DNA fluorescent intercalator displacement, fluorescence | inhibition, % at 7.9 µM | hit rate 0.17% among 290,000; in the data active = inhibition above about 37%;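 note: 0% = vehicle and 100% = reference compound; higher means more ethidium bromide displaced from hairpin DNA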
# IDE cell activ: boosts human insulin-degrading enzyme activity in HEK cells; hit rate 0.073% among 340,000; FAbeta-B cleavage, fluorescence polarization; 0% vehicle, 100% cell-free pure enzyme wells; activation, % at 5.96 µM; P14735;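 active = activation above the mean of all tested compounds plus 3 SD, set per screening campaign, cut at about 17% in these data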
# Target sequence (P14735 whole entry, looked up): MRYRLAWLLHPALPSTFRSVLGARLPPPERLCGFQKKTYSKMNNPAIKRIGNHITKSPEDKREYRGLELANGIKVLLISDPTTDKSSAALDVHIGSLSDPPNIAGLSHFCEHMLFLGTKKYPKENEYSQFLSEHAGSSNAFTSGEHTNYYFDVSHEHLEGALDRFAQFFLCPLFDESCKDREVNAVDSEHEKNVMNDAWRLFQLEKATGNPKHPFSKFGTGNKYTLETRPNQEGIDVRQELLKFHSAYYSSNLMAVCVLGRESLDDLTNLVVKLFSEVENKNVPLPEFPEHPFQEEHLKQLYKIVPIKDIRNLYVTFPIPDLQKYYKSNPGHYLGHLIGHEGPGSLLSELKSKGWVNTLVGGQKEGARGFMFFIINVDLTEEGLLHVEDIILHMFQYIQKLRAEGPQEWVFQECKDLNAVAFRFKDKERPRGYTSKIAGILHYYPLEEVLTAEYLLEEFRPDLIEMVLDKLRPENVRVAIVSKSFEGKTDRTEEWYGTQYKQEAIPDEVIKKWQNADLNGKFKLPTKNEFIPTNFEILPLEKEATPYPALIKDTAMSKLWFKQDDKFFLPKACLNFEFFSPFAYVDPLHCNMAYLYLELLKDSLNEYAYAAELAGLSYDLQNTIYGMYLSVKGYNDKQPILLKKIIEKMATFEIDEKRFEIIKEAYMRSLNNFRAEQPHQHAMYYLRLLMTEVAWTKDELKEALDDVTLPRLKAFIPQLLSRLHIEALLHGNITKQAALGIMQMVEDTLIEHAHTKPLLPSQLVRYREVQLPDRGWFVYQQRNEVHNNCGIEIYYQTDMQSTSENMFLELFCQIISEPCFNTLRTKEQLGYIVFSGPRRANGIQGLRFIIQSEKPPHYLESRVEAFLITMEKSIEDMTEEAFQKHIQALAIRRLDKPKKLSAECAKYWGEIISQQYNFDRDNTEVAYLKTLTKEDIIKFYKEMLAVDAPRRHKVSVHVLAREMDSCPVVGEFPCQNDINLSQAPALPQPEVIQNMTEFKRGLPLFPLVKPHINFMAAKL
# IDE cell inh: cellular human IDE inhibition; hit rate 0.41% among 320,000; P14735; HEK cells, FAbetaB cleavage, fluorescence polarization; inhibition, % at 5.59 µM;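 active = percent inhibition above the average of all tested compounds plus 3 SD, set per screening campaign, cut at about 16% in these data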;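 note: IDE supplied by intact live HEK cells; FP after avidin binding of uncleaved biotin substrate so inhibition keeps polarization high; 0% = DMSO wells and 100% = 60 µM reference IDE inhibitor Ii1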
# * hit, by the source's call; / = no result given.
SMILES,VIM-2 inh,NS3 helicase inh,IMP-1 inh,M18AAP inhibitor,SUMO HTRF inh,p-CIP stab down,DNA FID counter,IDE cell activ,IDE cell inh
C=CCOc1ccc(/C=N/NC(=O)c2c(C)nc3ccc(Cl)cn23)cc1,-1.9,-9,-1.7,1,5,-7,-22,-1,4
COc1ccc2cnn(Cc3ccccc3)c(=O)c2c1OC,-2.6,3,-3.1,-3,8,-16,-9,0,6
Cc1ccn2c(CNC(C)c3cn(C)nc3C)c(C(=O)N3CCCCCC3)nc2c1 (configuration not stated),-1.9,0,-4.3,3,-1,-7,-5,-2,4
COC(=O)c1ccc(NC(=O)CN(C)S(=O)(=O)c2ccc(OC)c(C)c2)cc1,-1.2,-8,0.3,-4,6,-16,-14,4,-1
O=[N+]([O-])c1ccc2nnn(O)c2c1,-2.8,-1,-2.9,2,11,-14,-3,-4,3
CCn1c(=NC(=O)CN2C(=O)CCC2=O)sc2c(OC)ccc(OC)c21,-0.4,1,4.6*,3,-2,0,1,5,-2
Cc1cc(C)n(-c2nc3ccccc3nc2N2CCN(C(=O)c3ccccc3)CC2)n1,-3.1,0,-2.6,-4,4,3,-42,0,8
COc1ccc(C(=O)Nc2ccncc2)cc1OC,-2.5,-4,-1.1,3,1,10,-2,5,-4
Cc1ccnc(N/N=C/c2ccccc2)n1,-1.4,15,-0.1,2,-6,10,-1,2,-1
O=C(CN1CCN(Cc2ccccc2)CC1)NCc1ccc(Cl)cc1,-1.5,4,-2.4,0,1,-8,2,6,4
COc1cc(-c2noc(C3CCCN(C(=O)c4c(F)cccc4F)C3)n2)cc(OC)c1OC (configuration not stated),-0.6,-12,-1.5,2,-1,-3,-29,1,-6
CNS(=O)(=O)c1cccc(C(=O)OC2CCCCC2=O)c1 (configuration not stated),2.5,0,2.8,1,23,-13,-2,3,3
COc1ccc(C(=O)COC(=O)C(CCSC)NS(=O)(=O)c2ccc(Cl)cc2)cc1 (configuration not stated),-3.9,-7,-0.2,6,-1,-12,-25,5,-2
O=C(Nc1ccccc1N1CCOCC1)c1cccc(F)c1,-3.2,-1,-2.2,1,1,14,10,3,2
CC(=O)Oc1ccc(/C=N/NC(=O)CCSc2ccccc2)cc1,-1.1,0,-2.2,3,-2,-4,-2,4,4
CCN1C(=O)/C(=C/c2cccs2)N(C)C1=S,-2.5,-6,-2.6,5,-4,-5,-3,2,5
CC(C)N(C(=O)NC(=O)Nc1ccc(S(=O)(=O)N2CCCC2)cc1)S(C)(=O)=O,-3.0,-34,-3.6,-1,-10,14,-3,-3,4
COCCCn1c(SCC(=O)N(C)C)nnc1-c1ccccc1,2.9,-6,-1.6,2,3,3,-7,12,-1
CCOc1ccc(S(=O)(=O)Nc2nc3ccccc3nc2-n2ccc(=NC(=O)c3cccs3)cc2)cc1,-0.5,-19,0.1,-2,45,-344,8,7,-3
Cc1ccc([N+](=O)[O-])c2c1C(N1CC(C)OC(C)C1)C(C)(C)O2 (configuration not stated),-0.2,-1,-0.7,0,9,-9,-8,3,2

# Records above printed as active in IMP-1 inh.
SMILES	VIM-2 inh	NS3 helicase inh	IMP-1 inh	M18AAP inhibitor	SUMO HTRF inh	p-CIP stab down	IDE cell activ	IDE cell inh
CCn1c(=NC(=O)CN2C(=O)CCC2=O)sc2c(OC)ccc(OC)c21	-0.4	1	4.6*	3	-2	0	5	-2

# Next structures:
SMILES,VIM-2 inh,NS3 helicase inh,IMP-1 inh,M18AAP inhibitor,SUMO HTRF inh,p-CIP stab down,DNA FID counter,IDE cell activ,IDE cell inh
O=C(NC1C(=O)NNC1c1ccccc1)c1ccccc1 (configuration not stated),0.0,12,-0.6,6,13,-2,0,2,0
Cc1cc(C)c2c(=O)[nH]c(SCC(=O)N3CCCCC3)nc2n1,-1.0,1,-2.5,-9,15,13,-1,3,0
Cc1ccc(CNS(=O)(=O)c2cn(C)cn2)cc1,-3.6,0,-0.9,-9,17,-8,6,4,0
O=C(CNC1CCCCCC1)Nc1ccccc1N1CCCCC1,-0.4,-22,-1.0,-7,10,8,8,3,3
Cc1nc(C)c(C(=O)Nc2cccc(F)c2)s1,0.3,-2,0.7,-10,3,-6,0,4,-3
C#CCNC(=O)C1=C[C@H](c2csc3ccccc23)C[C@H](OCCCCO)O1,-1.9,2,-1.9,3,1,-6,-19,0,1
S=C(Nc1ccccc1)c1nc2ccccc2s1,-2.0,4,0.0,-12,-2,0,5,1,4
Cc1cccc(NC(=O)Cn2cccc2)c1,-2.2,3,0.3,2,28,4,-3,5,-3
CC1(C)CC(=O)C2=C(C1)NC(=O)NC2c1ccc([N+](=O)[O-])cc1 (configuration not stated),-2.4,-6,-1.8,-11,3,-6,-2,3,-1
CCc1ccc(N(C(=O)c2csnn2)C(C(=O)NCc2ccccc2)c2ccco2)cc1 (configuration not stated),-1.2,2,-1.6,4,-5,4,-6,-2,0
O=C(c1ccccc1Cl)N1CCC(c2nc3c(nnn3Cc3ccco3)c(=O)[nH]2)CC1,-4.6,2,-2.8,1,-2,2,-17,2,1
CC(NC(=O)c1ccccc1Cl)C(=O)O (configuration not stated),-2.1,-4,-1.9,-2,22,-8,7,2,-4
O=c1oc(-c2ccccc2NS(=O)(=O)c2ccc(Cl)cc2)nc2ccccc12,0.0,25,-0.1,5,1,3,-23,1,1
CCOc1cccc(C(=O)NC(=S)Nc2ccc(Cl)cc2C(=O)O)c1,-1.1,-3,0.2,0,11,25,-9,5,-1
CCn1c(COc2ccc(OC)cc2)nnc1SCc1nc2ccccc2c(=O)[nH]1,-1.7,-2,-1.5,3,14,2,-1,/,-1
CCCN1CCN(C(=O)Cn2c(=O)oc3cc(S(=O)(=O)NCc4ccccc4)ccc32)CC1,0.4,-3,-3.4,3,-1,-16,12,6,5
Cc1ccc(C(=O)CSc2nc(O)cc(=O)[nH]2)cc1C,1.4,20,2.5,-2,10,-3,-14,-1,3
O=C(c1ccccc1)c1ccc(OCC(O)CN2CCCCC2)cc1 (configuration not stated),-0.1,-2,-1.2,-15,7,-13,21,0,-1
FC(F)(F)c1ccccc1N/N=C/c1cccnc1,-0.8,-4,-2.9,4,1,3,-16,-3,2
COc1ccc(-c2nc(CSCC(=O)NC3CCCc4ccccc43)c(C)o2)cc1OC (configuration not stated),-3.9,-6,-2.0,-1,6,-7,-39,3,6
CC1Cc2ccccc2N1C(=O)Cn1cc([N+](=O)[O-])cn1 (configuration not stated),-1.2,1,-2.1,5,14,4,2,2,0
CC(=O)c1sc(-c2ccc(Cl)cc2)nc1C,-2.6,-3,-3.7,2,5,1,-4,1,2
Clc1ccc(-c2cnc3n2CCCCC3)cc1,-3.8,5,-3.3,2,-9,3,20,0,5
S=c1[nH]nc(Cc2sc(-c3ccccc3)nc2-c2ccccc2)o1,-3.6,13,-0.9,4,14,-3,-31,1,1
COc1cc(NC(=S)Nc2ccccn2)cc(OC)c1OC,-2.6,8,-5.0,12,17,-5,-18,3,0
COc1ccc(C(c2c(C)n(C)n(-c3ccccc3)c2=O)c2c(C)n(C)n(-c3ccccc3)c2=O)cc1OC,0.5,2,-2.9,5,8,-1,-17,5,-1
O=[N+]([O-])c1cc2c(cc1CN1CCN(CCOCCO)CC1)OCO2,-0.9,7,-1.8,16,87,-2,5,9,-2
CN(C)C(CNC(=O)c1ccc(C(=O)c2ccccc2)cc1)c1ccccc1 (configuration not stated),2.8,-19,-3.5,-1,4,-12,9,3,-3
O=C(COC(=O)c1nc(Cl)ccc1Cl)Nc1ccccc1OC(F)F,-2.7,5,-2.9,-2,16,-5,-3,7,-4
CN(C)c1ccc(C2NCCS2)cc1 (configuration not stated),-2.7,1,-2.0,1,-4,2,1,0,1
CCS(=O)(=O)c1ccc(O)c(NC(=O)c2cc(OC)c(OC)c(OC)c2)c1,-3.6,-1,-2.7,-3,16,12,-9,-1,3
CN(CCCC1CCCC1)C(=O)c1cc(COc2c(F)cccc2F)on1,-4.0,-15,-1.4,0,-8,-7,-37,5,5
O=C(Cc1ccc([N+](=O)[O-])cc1)NCc1ccccc1Cl,-1.1,4,-2.0,7,-4,5,2,2,-1
COc1cccc(C(=O)NNC(=O)c2sccc2-n2cccc2)c1,-1.2,10,-1.9,-3,-4,-17,1,3,6
Cc1ccc(N=C2C(=S)N(c3ccc(C)cc3)C(=N)N2/N=C/c2ccc(Cl)cc2)cc1,-3.2,1,-3.0,0,2,-9,-4,2,0
Fc1ccc(NC(=S)NCc2ccccn2)cc1,0.6,0,0.1,9,10,8,0,0,3
CC(C)(C)C(=O)CSc1ncnc2c1cnn2Cc1ccccc1,0.1,5,-1.3,-12,20,-18,-30,4,2
O=C(CCn1nnc2ccccc21)Nc1nnc(Cc2ccccc2)s1,-1.3,-15,-2.9,-7,-5,28,-19,4,4
O=C(c1ccc(C(F)(F)F)cc1)C1CCCN(C(=O)CN2CCCC2=O)C1 (configuration not stated),-3.3,0,-2.9,5,12,-1,-12,5,2
COCCCNC(=O)CSc1nc2ccccc2c(=O)n1CCCC(=O)NCC1CCCO1 (configuration not stated),0.4,-2,1.7,-3,9,-5,-21,1,-4
COC(=O)c1cc2occc2n1Cc1c(F)cccc1Cl,-0.5,13,0.6,-11,11,-23,-3,/,/
CC(C)(C)c1ccc(C(=O)Nc2ccc(S(=O)(=O)Nc3cnc4ccccc4n3)cc2)cc1,-0.6,4,-1.2,2,15,-13,-22,3,-5
c1ccc(-c2c(-c3ccccc3)n(Cc3ccco3)c3ncnc(NCCCn4ccnc4)c23)cc1,-6.2,-31,-0.5,-3,-19,6,10,-2,4
Cc1ccc(C)c(N2CC(=O)N(c3cc(C)ccc3C)CC2=O)c1,-0.9,4,-1.2,-10,2,-1,1,2,-4
N/C(=N\OC(=O)COc1ccc([N+](=O)[O-])cc1)c1ccc(Br)cc1,-3.6,4,-3.4,7,-2,12,-2,/,/
COn1c(-c2ccc(Cl)cc2)nc2ccc(Cl)cc21,-1.1,-4,1.5,-7,-16,-12,-5,3,1
CNC(=O)c1ccc(NC(=O)CC23CC4CC(CC(C4)C2)C3)cc1,-2.1,3,0.1,1,4,-2,-20,4,1
COc1ccc(CCC(=O)Nc2cc(Cl)ccc2OC)cc1,-4.0,0,-5.6,-3,-9,5,-19,-1,-3
CCC(C(=O)NC1CCCCC1)N(CC1CCCO1)C(=O)CNS(=O)(=O)c1ccc(OC)cc1 (configuration not stated),-2.6,9,-5.0,-14,-1,-8,-41,-1,/
CN(CC(=O)Nc1ccccc1C(F)(F)F)C(=O)CCc1nc2sc3c(c2c(=O)[nH]1)CCCC3,-3.2,-1,-2.0,2,2,-45,-35,5,1
CNC(=O)NC(=O)COC(=O)CCCOc1ccc(OC)cc1,-5.2,-4,-6.6,-9,28,-3,-7,4,0
